RAD54 branch – inhibitors of human RAD54 branch migration; Q92698; RAD54 Holliday junction branch migration, FAM/BHQ fluorescence; inhibition, % at 10.4 µM; actives 0.14% (n = 360,000); AID 602329;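 active means mean normalized replicate activity at least 40 and at least half of replicates scoring 40 or more; inconclusive means only one of the two criteria met; inactive means mean below 40 and under half of replicates reaching 40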;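 further: 0% = median of neutral control wells and 100% = median of positive control wells; inhibitors cause a drop in the FAM fluorescence signal; in these data hits start at about 50%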
Casp6 inh – blocks human caspase-6 cleavage activity | P55212 | actives 0.53% (n = 350,000) | purified caspase-6, Z-VEID-R110 cleavage fluorescence | AID 686996 | inhibition, % at 12.5 µM;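 active means mean inhibition across replicates at least about 35%, with every replicate also reaching that limit, limit read from the data; inconclusive means only one of the two criteria met; inactive means neither criterion met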;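 further: 0% = median of neutral control wells and 100% = no fluorescence left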
ERp5 block – inhibitors of human ERp5 | actives 0.05% (n = 350,000) | ERp5 insulin aggregation, absorbance 650 nm, 90 min | AID 651711 | inhibition, % at 9.99 µM | Q15084;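 active means mean replicate inhibition above about 25%, with every replicate also reaching it, limit read from the data, passing the limit was not always enough; inconclusive means only one of those two criteria met; inactive means neither criterion met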
Target sequence (Q15084 whole entry, looked up): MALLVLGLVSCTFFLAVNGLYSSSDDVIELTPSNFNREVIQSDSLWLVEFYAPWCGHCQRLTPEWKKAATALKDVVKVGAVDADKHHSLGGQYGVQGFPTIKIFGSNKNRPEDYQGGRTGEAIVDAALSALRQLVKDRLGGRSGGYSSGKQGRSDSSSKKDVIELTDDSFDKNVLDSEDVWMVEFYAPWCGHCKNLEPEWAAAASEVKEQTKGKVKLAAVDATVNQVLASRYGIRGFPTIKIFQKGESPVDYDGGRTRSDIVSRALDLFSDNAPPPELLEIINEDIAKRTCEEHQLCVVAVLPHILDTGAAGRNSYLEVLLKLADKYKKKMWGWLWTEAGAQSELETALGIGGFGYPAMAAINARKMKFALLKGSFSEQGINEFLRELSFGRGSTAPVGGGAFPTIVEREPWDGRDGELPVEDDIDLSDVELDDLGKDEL
esBAF inh – blocks esBAF chromatin remodeling in mouse ES cells; actives 2% (n = 350,000); Bmi1-luciferase knock-in reporter, 24 h; 100% = twice the neutral-well signal; AID 602393; reporter increase, % at 12.5 µM; in the data active means activation above about 40%; inconclusive means no clear call, values can overlap the other calls;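 further: 0% = median of the plate's neutral control wells and 100% = double that signal; a rise in the Bmi1 reporter signal indicates esBAF inhibition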
E-selectin induc – induces E-selectin expression in human endothelial cells. AID 686992. HUVEC E-selectin immunofluorescence imaging; normalized: neutral wells 0, TNF-alpha wells 100. actives 0.37% (n = 260,000). activation, % at 7.58 µM. P16581;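 active means mean E-selectin-positive cell signal at least 10% of the positive control, reached in at least 60% of replicates, without over 20% cell loss; inconclusive means no rule given, readout overlaps actives, possibly toxicity-flagged; inactive means the rest, including those meeting only one limit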;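 further: in these data hits start at about 27%; measured in HUVEC primary endothelial cells; signal is the percent of cells scored E-selectin positive by PE staining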
Target sequence (P16581 whole entry, looked up): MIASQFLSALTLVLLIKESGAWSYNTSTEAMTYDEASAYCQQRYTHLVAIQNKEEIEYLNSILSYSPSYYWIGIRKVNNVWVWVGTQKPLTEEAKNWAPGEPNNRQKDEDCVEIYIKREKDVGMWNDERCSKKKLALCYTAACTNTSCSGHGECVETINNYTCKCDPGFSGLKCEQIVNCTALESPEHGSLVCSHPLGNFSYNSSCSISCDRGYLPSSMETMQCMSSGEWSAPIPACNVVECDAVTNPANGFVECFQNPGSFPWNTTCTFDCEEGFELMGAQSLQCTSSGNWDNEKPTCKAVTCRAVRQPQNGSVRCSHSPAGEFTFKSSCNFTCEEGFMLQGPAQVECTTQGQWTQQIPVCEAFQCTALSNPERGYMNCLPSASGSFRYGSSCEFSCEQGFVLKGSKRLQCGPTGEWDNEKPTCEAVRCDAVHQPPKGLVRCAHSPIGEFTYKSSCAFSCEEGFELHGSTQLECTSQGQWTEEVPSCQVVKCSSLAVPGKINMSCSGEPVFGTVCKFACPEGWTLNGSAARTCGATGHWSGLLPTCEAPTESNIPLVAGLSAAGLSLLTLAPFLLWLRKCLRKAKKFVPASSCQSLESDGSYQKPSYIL
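Material: HUVEC primary endothelial cells; Amount: 3,000 cells per well; Dosing: single concentration; Medium: EGM-2 growth medium on 0.1% gelatin-coated wells; Read-out basis: percent E-selectin-positive cells; Signal: immunofluorescence imaging; Control set: TNF-alpha, DMSO.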
RAD52 inh – inhibitors of human RAD52 DNA annealing | P43351 | recombinant RAD52 DNA annealing, FRET fluorescence | inhibition, % at 18.7 µM | actives 0.46% (n = 360,000) | AID 651710;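 active means every replicate showing at least 50% inhibition; inconclusive means mean inhibition at least 50% but not in every replicate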
PglD inh – blocks C. jejuni PglD acetyltransferase activity. actives 0.098% (n = 360,000). inhibition, % at 12.5 µM. AID 602405. purified PglD enzyme, DTNB colorimetric CoA detection; in the data active means inhibition above about 16%, passing the limit was not always enough; inconclusive means no clear call, values can overlap the other calls; further: strong numbers were not always called active
ARNT TACC3 PPI – disrupts binding between human ARNT and TACC3. Q9Y6A5. AlphaScreen His-ARNT PAS-B/GST-TACC3 binding, luminescence; TACC3 fragment carries E629A point mutation. inhibition, % at 9.99 µM. actives 0.66% (n = 390,000);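 active means mean inhibition of replicates at least 50% and at least half of replicates each reaching 50%; inconclusive means half or more replicates reach 50% but mean below 50%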;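 further: 0% = complete ARNT plus TACC3 wells and 100% = ARNT alone without TACC3; many hits fall short of the cut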
* marks the source's active call; other numbers are inactive results; ? = inconclusive; nt = not tested or not shown; & = joins results of further samples.

Values run as follows: RAD54 branch	Casp6 inh	ERp5 block	esBAF inh	E-selectin induc	RAD52 inh	PglD inh	ARNT TACC3 PPI
- Cc1cc(CNC(=O)c2cc(COc3ccc(F)c(F)c3)on2)nn1C
→ -3	-4	-3	65*	1.2	-16	8	5
- OC1CCCN(C(=S)NCc2ccccc2)C1 (centres undefined)
→ nt	-8	?	nt	0.0	-4	nt	-9
- CC(C)C(OC(=O)c1ccco1)C(=O)NC1CCCCC1 (centres undefined)
→ 6	nt	nt	6	nt	nt	-1	-5
- O=c1c(-c2cccc([N+](=O)[O-])c2)[n+]([O-])c2ccccc2n1O
→ nt	2	0	nt	0.1	-10	nt	1
- O=C(C[C@@H]1CC[C@H](NC(=O)Cc2cccnc2)[C@H](CO)O1)Nc1ccccc1
→ nt	-1	-2	nt	-0.4	-7	nt	nt
- COc1ccc2nc(/N=C(\N)NC(=O)C(C)(C)C)nc(C)c2c1
→ 11	nt	nt	48*	nt	nt	-2	1
- COc1ccc(CCC(=O)Nc2cccc(S(=O)(=O)N3CCCCCC3)c2)cc1
→ -3	3	11	9	1.8	-5	-4	2
- COC(=O)c1c(NC(=O)c2ccccc2)sc(C(N)=O)c1C
→ nt	0	1	nt	8.3	-40	nt	-5
- O=C(O)c1cc2cccc(S(=O)(=O)N3CCCCC3)c2cc1O
→ -7	2	2	nt	0.6	-6	-2	4
- CCN(c1ccccc1)c1nc(Cl)nc2c1cnn2C
→ 6	-2	-10	2	0.7	-29	-2	-5
- COc1ccccc1NC(=O)CSc1nccc(=O)[nH]1
→ -3	3	-5	4	nt	-16	1	-1
- O=C(NC(=S)Nc1ccc2oc(=O)ccc2c1)c1ccco1
→ -1	4	0	nt	0.1	-15	-1	-3
- O=C(CSC(=S)N1CCOCC1)c1ccccc1
→ -2	-2	3	nt	-0.2	-1	2	-13
- CCOC(=O)C1=C(C(=O)OCC)C2N(Cc3ccc(Br)cc3)c3ccccc3[C@@]23C[C@@H](C(=O)OC)N(S(=O)(=O)c2cccs2)C3=N1 (some centres undefined)
→ nt	1	3	nt	0.0	1	nt	nt
- O=C(NCC1CCCO1)c1ccccc1S(=O)(=O)c1ccc([N+](=O)[O-])cc1 (centres undefined)
→ nt	-1	3	5	nt	-10	nt	-3
- Cc1ccccc1OCC(=O)NCCCNC(=O)c1ccccn1
→ -2	-4	2	0	0.0	-11	-90	3
- O=C(C(=O)N1CCN(c2ccc(F)cc2)CC1)N1CCCCC1
→ -2	-1	2	1	nt	-14	2	-5
- C[C@H](CO)N1C[C@H](C)[C@H](CN(C)C(=O)NC2CCCCC2)Oc2ccc(NC(=O)Nc3ccc(F)cc3)cc2CC1=O
→ -3	0	-1	-1	-0.1	1	-2	6
- Cc1cc2ncn(/N=C/c3ccc([N+](=O)[O-])o3)c2cc1C
→ 8	0	-1	19	nt	-39	-2	6
- C[C@@H]1CN([C@@H](C)CO)C(=O)Cc2cc(NS(=O)(=O)c3cn(C)cn3)ccc2O[C@H]1CN(C)S(C)(=O)=O
→ 2	20	7	0	-3.8	-6	-2	4
- Cc1cc(C)nc(NS(=O)(=O)c2ccc(N=NN(C)C)cc2)n1
→ -4	-1	-1	8	0.2	-4	7	-3
- Cc1cc2nc(CN(C)C(=O)C3CCC(=O)N(C4CCCC4)C3)[nH]c2cc1C (centres undefined)
→ nt	-1	-5	nt	-0.2	-12	nt	nt
- O=C(O)CC1S/C(=N/N=C/c2ccccn2)NC1=O (centres undefined)
→ nt	-2	-3	-13	nt	-25	nt	71*
- C[C@@H]1CN([C@H](C)CO)C(=O)c2cc(NC(=O)Cn3cnnn3)ccc2O[C@@H]1CN(C)Cc1ccc(C(=O)O)cc1
→ 3	2	-1	6	nt	2	1	-3
- C[C@H]1CN([C@@H](C)CO)C(=O)c2cc(NC(=O)Cn3cnnn3)ccc2O[C@H]1CN(C)C(=O)Nc1cccc2ccccc12
→ -1	-1	-2	-2	-9.3	-13	-2	0
- CO[C@@H]1CN(C)C(=O)c2ccc(NC(=O)Nc3cccc(Cl)c3)cc2OC[C@H](C)N(C(=O)Nc2c(C)noc2C)C[C@@H]1C
→ 4	-1	2	0	0.4	10	2	2
- CC(=O)OCC1=C(C(=O)O)N2C(=O)C(NC(=O)C(C)Cn3cc(Cl)cn3)C2SC1 (centres undefined)
→ nt	0	-1	nt	1.3	-3	nt	-12
- Cc1cc(-c2ccccc2)cc(C)n1
→ -3	3	3	-3	0.5	-12	6	3
- COc1ccccc1NCc1nnc(SCC(=O)N/N=C/c2ccco2)n1-c1ccc(Cl)cc1Cl
→ -2	nt	nt	-8	nt	nt	1	7
- CC1=C(/C=C/C(C)=C/C=C/C(C)=C/C(=O)Nc2ccc(O)cc2)C(C)(C)CCC1
→ -1	-3&-1	-1&4	10	-0.4	0&-8	-8	4
- O=C(N/N=C1/CCS(=O)(=O)c2ccc(F)cc21)c1cccnc1
→ 5	1	12	-7	0.5	-1	2	-8
- CCS(=O)(=O)N1CCN=C1SCc1cccc(F)c1
→ -5	-2	-5	-2	0.0	2	-1	-4
- COc1ccc(NC(=O)N(C)C[C@H]2Oc3c(cccc3N(C)C)C(=O)N([C@H](C)CO)C[C@H]2C)cc1
→ 2	0	-1	6	nt	-6	2	-1
- CCN(CC)c1ccc(/C=N/NC(=O)CNC(=O)c2cccs2)cc1
→ -4	5	0	nt	0.0	6	-4	-4
- C=CC[C@@H](CC(=O)N(CCO)Cc1ccccc1)C(=O)NC[C@H](OC(=O)[C@@H](CC=C)Cc1ccc(F)cc1)c1ccccc1
→ -5	1	-1	3	-0.1	0	-2	-2
- CC[N+](C)(C)CCN(Cc1ccc(Cl)cc1)c1ccccn1
→ -9	nt	nt	-9	0.5	nt	-2	-5
- C[C@@H]1CN([C@@H](C)CO)C(=O)c2cc(NC(=O)Nc3ccc(F)cc3)ccc2O[C@@H]1CN(C)Cc1ccccc1
→ -1	-2	-4	7	-0.1	20	0	1
- CCN1C(=O)[C@H]2[C@@H](c3ccc(OC)cc3)N[C@]3(CCCN(Cc4ccc(Cl)cc4)C3=O)[C@H]2C1=O
→ 3	3	2	-4	0.3	-6	4	nt
- Cc1ccc(S(=O)(=O)NC(=O)COc2ccccc2C)cc1
→ -2	nt	nt	-4	nt	nt	-2	-3
- Cc1ccc(N=C2C(=O)Nc3ccccc32)cc1C
→ 6	2	3	3	2.3	9	4	20
- Cc1cccc(NC(NC(=O)c2ccccn2)C(Cl)(Cl)Cl)c1 (centres undefined)
→ -3	-3	-9	nt	nt	-10	11	2
- C[C@H]1CN([C@@H](C)CO)S(=O)(=O)c2ccc(C#CCC3CCCC3)cc2O[C@@H]1CN(C)C
→ 1	1	-2	-6	nt	-7	1	7
- COc1ccc(C(=O)N/C(=C\c2ccc3c(c2)OCO3)C(=O)N2CCOCC2)cc1
→ 5	-1	0	7	0.0	11	-6	-2
- CCOC(=O)c1c(C(=O)OCC)c(C)n(Cc2cc(OC)c(OC)c(OC)c2)c1C
→ -7	3	-4	4	0.1	-6	-5	5
- Cc1ccc(C(=O)N2CCN(Cc3ccc4c(c3)OCO4)CC2)cc1C
→ 11	3	3	4	nt	-10	2	-4
- CNC[C@H]1Oc2ccc(NC(=O)Nc3ccc(C(F)(F)F)cc3)cc2CC(=O)N([C@@H](C)CO)C[C@@H]1C
→ 3	-2	-8	2	0.0	14	0	-8
- C=C(C)CN1CCN(c2c(CCC#N)c(C)c(C#N)c3nc4ccccc4n23)CC1
→ 5	nt	nt	-11	nt	nt	-2	-1
- NS(=O)(=O)c1ccc(CCNC(=O)c2ccc(C#CC3(O)CCCCC3)cc2)cc1
→ 3	6	4	nt	-0.2	-25	0	-17
- O=C(CC1Sc2ccccc2NC1=O)NCc1cccc(Cl)c1 (centres undefined)
→ nt	1	-1	nt	-1.4	-11	nt	19
- COC(=O)COc1ccc(C(C2C(=O)CC(C)(C)CC2=O)C2C(=O)CC(C)(C)CC2=O)cc1
→ 4	-3	5	-6	0.0	6	2	-16
- CN(C)c1ccc(N2C(=O)CC(Nc3ccc(N4CCOCC4)cc3)C2=O)cc1 (centres undefined)
→ -2	nt	nt	-2	nt	nt	-1	0
- COc1cc2[nH]c3c(Cl)ncnc3c2cc1OC
→ 40	nt	nt	-15	0.6	nt	-5	20
- Cc1ccc(S(=O)(=O)N2CCOCC2)cc1NC(=O)CNC1CCCC1
→ nt	-3	4	nt	4.9	-5	nt	-1
- COc1ccc(NC(=O)Nc2ccc3c(c2)C(=O)N([C@@H](C)CO)C[C@H](C)[C@H](CN(C)Cc2ccc(C(F)(F)F)cc2)O3)cc1
→ -3	0	-4	-17	-0.6	3	12	1
- CCOc1ccc(NC(=O)Cn2c(=O)n(CC3CCCO3)c(=O)c3ccccc32)cc1 (centres undefined)
→ 0	2	5	-3	0.1	-7	-2	0
- CCOc1ccc(CNC(=O)Cn2ccc3cc(S(=O)(=O)N4CCCC4)ccc32)cc1
→ -7	0	5	6	-0.1	-8	-3	-4
- CCOC(=O)C1(Cc2ccccc2C)CCCN(C(=O)c2ccc(COC)o2)C1 (centres undefined)
→ -8	-3	-6	53*	0.0	2	3	-6
- CCSc1nnc2ccc(-c3ccc(OC)c(OC)c3)nn12
→ 13	1	-12	-5	-0.1	10	1	21
- Cc1ccc(S(=O)(=O)NCCC(=O)Nc2nnc(C3CC3)s2)cc1C
→ 2	nt	nt	-1	nt	nt	5	-2
- CC(OC(=O)/C=C/c1ccco1)C(=O)Nc1cccc([N+](=O)[O-])c1 (centres undefined)
→ nt	12	0	nt	0.2	-20	nt	-6

Remaining list, next part
Values run as follows: RAD54 branch	Casp6 inh	ERp5 block	esBAF inh	E-selectin induc	RAD52 inh	PglD inh	ARNT TACC3 PPI
- Cc1ccc(SCC(=O)Nc2ccc3c(c2)C(=O)N(C)C3=O)cc1
→ 18	-2	-12	-3	nt	-6	-3	-1
- O=C(C1CCCC1)N1C[C@@H]2[C@H](c3ccccc31)[C@@H](CO)N2C(=O)c1cccnc1
→ 2	-1	-2	6	-0.5	-13	1	-4
- COc1ccccc1CN1C(=O)C2CC=CCC2C1=O (centres undefined)
→ -4	nt	nt	4	nt	nt	-1	5
- NC(=O)CC(NC(=O)Cc1cccc2ccccc12)c1ccc(N2CCc3ccccc3C2)c([N+](=O)[O-])c1 (centres undefined)
→ -6	7	-5	0	0.1	17	5	-3
- CC(C1CC1)N(Cc1ccccc1)C(=S)Nc1ccccc1 (centres undefined)
→ -1	0	0	3	2.9	-4	4	0
- O=C(C[C@H]1C[C@H]2c3cc(NC(=O)C4CCOCC4)ccc3O[C@H]2[C@H](CO)O1)NCc1ccc(Cl)cc1
→ -3	1	6	2	-0.3	-9	0	-13
- O=C(Nc1csnn1)c1csnn1
→ 0	1	0	-6	-0.1	-2	-2	-6
- COc1ccc(NC(=O)c2ccc(S(=O)(=O)N(C)C)cc2)cc1OC
→ -1	nt	nt	-4	nt	nt	4	10
- CCCNC(=O)COC(=O)c1ccc(Cl)c(S(=O)(=O)N2CCCC2)c1
→ -4	nt	nt	-8	nt	nt	-1	-6
- COc1ccc2c(CC(=O)OCC(=O)Nc3sc4c(c3C#N)CCC(C)C4)coc2c1 (centres undefined)
→ 0	0	10	7	-0.2	-25	-3	0
- Cc1cc(C(=O)OCC(=O)c2ccc3c(c2)OCCO3)c(C)o1
→ 4	nt	nt	5	nt	nt	0	-1
- CCC(CO)Oc1cc(NC(=O)c2ccc(N)cc2)c2ncn(C(C)C)c2c1 (centres undefined)
→ -17&-1	38*	0	10	-0.1	2	0&4	-40&-14

Screening results: PubChem BioAssay, Broad Institute
